# High-throughput results deposited in PubChem by Southern Research Specialized Biocontainment Screening Center.
# H1N1 NS1A inhibition – H1N1 influenza NS1A inhibitors, functional cell based assay (AID 504329). one-dose inhibition, % at 12.5 µM; IC50 in µM for titrated hits. 340,000 tested, 0.3% active. NS1A functional cell-based assay, percent inhibition; higher % means a stronger effect; in the data active = a potency from the dose series; inconclusive = inhibition above about 27% without an active follow-up result; also: strong numbers were not always called active
# VEEV TC-83 Vero – inhibitors of VEEV TC-83 cytopathic effect, confirmation, Vero cells (AID 588727); Vero cells, VEEV TC-83 cytopathic effect inhibition; higher % means a stronger effect; one-dose inhibition, % at 20 µM; IC50 in µM for titrated hits; 350,000 tested, 0.13% active; in the data active = a potency from the dose series; inconclusive = inhibition mostly from about 14% at the one dose, without a potency; inactive = the rest, 99 in 100 with inhibition below about 12%; also: strong numbers were not always called active
# H37Rv inhibition – M. tuberculosis growth inhibition, HTS (AID 449762) | M. tuberculosis H37Rv growth inhibition, 7H9 media; higher % means a stronger effect | inhibition, % at 25 µM, or IC50 in µM where a hit was titrated | 330,000 tested, 0.59% active; in the data active = a potency from the dose series; inconclusive = inhibition above about 70% without an active follow-up result;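 also: bacterial growth assessed after seven days of incubation; strong numbers were not always called active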
# M. tuberculosis – growth inhibition of non-replicating M. tuberculosis (AID 488890) | inhibition, % at 25 µM; hits with a dose series show IC50 in µM | 320,000 tested, 0.39% active | Mycobacterium tuberculosis non-replicating, growth inhibition; higher % means a stronger effect; in the data active = a potency from the dose series; inconclusive = inhibition mostly from about 82% at the one dose, without a potency; inactive = the rest, 99 in 100 with inhibition below about 76%;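 also: plate controls were DMSO cells for no effect and high antibiotic wells for full effect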
# Salmonella PhoP GFP – PhoP regulon inhibitors, Salmonella typhi PhoP promoter GFP reporter, confirmatory (AID 1850) | Salmonella Typhi PhoP-promoter GFP reporter, fluorescence, 4 h; higher % means a stronger effect | inhibition, % at 50 µM; hits with a dose series show IC50 in µM | 310,000 tested, 0.33% active; in the data active = a potency from the dose series; inconclusive = inhibition mostly from about 25% at the one dose, without a potency; inactive = the rest, 99 in 100 with inhibition below about 19%;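 also: 0% = induced wells with vehicle and 100% = uninduced wells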
# VEEV TC-83 Vero 10K pilot screen – also measured in VEEV TC-83 Vero; calls as there; inhibition, %; measured here: 10K pilot screen inhibition
# The depositor's hits bear a star; i = inactive; ? = inconclusive; / = no result given.
SMILES,H1N1 NS1A inhibition,VEEV TC-83 Vero,H37Rv inhibition,M. tuberculosis,Salmonella PhoP GFP,others
O=C(COC(=O)c1ccncc1)Nc1cc(Cl)ccc1Cl,9%,0.7%,-1%,77%,-11%,
CC(=O)Nc1ccc(S(=O)(=O)Nc2ccc3c(c2)OCCO3)cc1,-11%,0.6%,1%,3%,4%,
CCc1nnc(NC(=O)CSc2nnc(CNc3ccc(OC)cc3)n2C)s1,2%,0.4%,-11%,-5%,3%,VEEV TC-83 Vero 10K pilot screen=0.7
Cc1ccc(-c2cc(C(F)(F)F)nn2-c2ccc(S(N)(=O)=O)cc2)cc1,1%,4.0%,21%,-3%,5%,
CC1CC(C)CN(C(=S)Nc2ccc3nc4n(c(=O)c3c2)CCCCC4)C1 (centres undefined),-6%,0.6%,6%,53%,1%,
Cc1cc(=O)oc2cc(OCc3ccc(C(=O)OCC(=O)Nc4ccc(N(C)C)cc4)cc3)ccc12,-6%,2.5%,/,/,/,
O=C(CN1C(=O)NC2(CCCC2)C1=O)Nc1ccccc1N1CCCCC1,-15%,4.7%,-5%,-3%,2%,
CC(=O)c1ccsc1-c1c(C)cc2oc(=O)cc(-c3ccccc3)c2c1C,-12%,1.7%,/,/,/,
CCOC(=O)c1c(C)[nH]c(C(=O)COC(=O)c2cc(C)oc2C)c1C,-7%,0.3%,-8%,-16%,/,
O=S(=O)(Nc1ccc(S(=O)(=O)N2CCOCC2)cc1)c1ccc(Br)cc1,-10%,1.4%,6%,5%,3%,
CC12CN3CCN(CC(C3)/C1=N/NC(N)=O)C2,-3%,0.8%,-6%,-15%,7%,
COC(=O)c1ccccc1NC(=O)CN1CCC(NC(=O)c2ccccc2C)CC1,-8%,0.8%,-20%,9%,-4%,VEEV TC-83 Vero 10K pilot screen=5.8
N#Cc1ccc(COC(=O)c2ccc3c(=O)[nH]c(CN4CCOCC4)nc3c2)cc1,3%,i,-10%,11%,13%,
CC(=O)NCC(=O)OCC(=O)c1ccc2ccccc2c1,15%,3.5%,13%,24%,-3%,
N#Cc1c(-c2ccco2)cc(C2CC2)nc1SCC(=O)c1ccccc1,0%,0.2%,4%,-5%,-3%,
Cc1cc(=O)[nH]c(SCc2nc3ncccn3c2Br)n1,2%,1.8%,-5%,-23%,2%,
C[C@@H](O)[C@H]1O[C@]2(C)CCC[C@H]1O2,5%,0.3%,-10%,-9%,/,VEEV TC-83 Vero 10K pilot screen=0.8
Cc1c(O)c(CN2CCCCC2)cc2c1oc(=O)c1ccccc12,-10%,i,?,7%,0%,
Cc1ccn2cc(CCNS(=O)(=O)c3ccc4ccccc4c3)nc2c1,-8%,0.6%,-10%,-2%,-1%,
CC1Cc2ccccc2N1C(=O)CN(C)CC(=O)Nc1ccc(OC(F)(F)F)cc1 (centres undefined),0%,5.3%,0%,38%,/,
S=C(Nc1ccc(Cl)cc1Cl)NC1CCCCC1,-14%,4.2%,-3%,?,-4%,
Cc1ccc(C)c(S(=O)(=O)N2CCN(C(=O)c3ccncc3)CC2)c1,-3%,1.6%,-5%,-7%,-2%,
COC(=O)c1ccccc1-c1c2ccc(=N)cc-2oc2cc(N)ccc12,-26%,i,14%,-23%,/,
CCCCC[n+]1ccn(C2=C([O-])c3ccccc3C(=O)/C2=N\S(=O)(=O)c2ccccc2)c1,4%,3.8%,6%,32%,1%,
O=[N+]([O-])c1ccc(N(c2ccccc2)c2ccccc2)cc1,-26%,i,1%,5%,-11%,
Cc1ccc(-c2nnc(SCc3nc(N)nc(Nc4ccccc4C)n3)n2N)cc1,-1%,8.1%,2%,17%,5%,
Cc1cc(C)cc(OCC(=O)Nc2ccc(N3CCN(C(=O)c4ccco4)CC3)cc2)c1,0%,9.6%,3%,22%,-5%,
Cn1c(=O)c(S(=O)C2CCCCC2)c(O)c2ccccc21 (centres undefined),0%,0.9%,65%,46%,3%,
CCOC(Cn1c(-c2ccc(OC)cc2)nc2ccccc21)OCC,16%,0.6%,1%,26%,9%,
Cc1cc(C)n(CC2CC(=O)N(c3ccc(Cl)cc3)C2=O)n1 (centres undefined),-13%,i,-8%,-2%,-3%,
O=C(O)c1ccc(N/N=C2/CCCc3ccccc32)cc1,-23%,i,15%,1%,10%,
Cc1cc(NC(=O)c2cc(C)on2)n(-c2ccccc2)n1,6%,0.8%,2%,7%,-4%,
COc1ccccc1N1CCN(C(=O)c2ccc(Cl)c(S(=O)(=O)N3CCCC3)c2)CC1,4%,6.7%,-12%,5%,-1%,
Cc1cc(C)c(C#N)c(SCc2ccc(F)cc2)n1,7%,0.1%,8%,6%,-2%,
COC(=O)CCNc1n[nH]c(=O)[nH]c1=O,1%,i,8%,-7%,2%,VEEV TC-83 Vero 10K pilot screen=0.0
CCCS(=O)(=O)c1c(S(=O)(=O)CCC)c2c3ccccc3ccn2c1C(=O)OC,8%,6.2%,3%,35%,-12%,
Cc1ccc(-c2nnc(SCC(N)=O)nc2-c2ccc(C)cc2)cc1,-2%,4.7%,4%,10%,2%,
CCOC(=O)CN(C(=O)COc1nc(C)cc(C)c1C#N)c1cccc(Cl)c1,12%,0.3%,1%,-6%,6%,
O=c1[nH]nc(CNc2cccc(C(F)(F)F)c2)c2ccccc12,-5%,1.1%,12%,52%,-8%,
CC1CN(Cc2nc3c(c(=O)n(C)c(=O)n3C)n2CCCc2ccccc2)CC(C)O1 (centres undefined),5%,5.5%,8%,10%,3%,
COc1cccc(OCC(=O)O/N=C(\N)c2ccncc2)c1,-9%,2.8%,4%,9%,14%,
COc1cccc(OCc2nnc(SCC(=O)NNC(=O)C3CCCCC3)n2C)c1,3%,0.5%,-6%,-23%,-4%,
CC(C)(C)C(=O)/C=C(\N)c1ccccn1,5%,i,0%,9%,5%,
Cc1cnc(C)c(N2CCC(C(=O)NCc3cccs3)CC2)n1,-4%,3.1%,7%,-10%,6%,
CCN(CC)S(=O)(=O)c1ccc(C(=O)NC(=S)N(CCC#N)Cc2cccnc2)cc1,4%,0.2%,-3%,-10%,-5%,
O=C(NCc1ccco1)c1ccc(=O)[nH]n1,3%,1.9%,8%,2%,-6%,
CCCOc1ccc(/C=C/C(=O)N2CCOCC2)cc1,-6%,i,4%,9%,-4%,
Cn1cccc1/C=N/NC(=O)C12CC3CC(CC(C3)C1)C2,5%,1.3%,5%,23%,-2%,

# 3 consecutive records from above, quoted:
SMILES,H1N1 NS1A inhibition,VEEV TC-83 Vero,H37Rv inhibition,M. tuberculosis,Salmonella PhoP GFP,others
Cc1ccc(-c2nnc(SCC(N)=O)nc2-c2ccc(C)cc2)cc1,-2%,4.7%,4%,10%,2%,
CCOC(=O)CN(C(=O)COc1nc(C)cc(C)c1C#N)c1cccc(Cl)c1,12%,0.3%,1%,-6%,6%,
O=c1[nH]nc(CNc2cccc(C(F)(F)F)c2)c2ccccc12,-5%,1.1%,12%,52%,-8%,

# Next section:
SMILES,H1N1 NS1A inhibition,VEEV TC-83 Vero,H37Rv inhibition,M. tuberculosis,Salmonella PhoP GFP,others
CCC(OC(=O)CN1C(=O)C(=O)c2ccccc21)C(=O)Nc1ccc(S(N)(=O)=O)cc1 (centres undefined),1%,i,-2%,-2%,14%,
CCOc1ccc(/C(O)=C2/C(=O)C(=O)N(CCOCCO)C2c2ccccc2)cc1 (centres undefined),1%,0.8%,-6%,-2%,-1%,
CCOC(=O)N1CCN(CC(=O)Nc2c(C(=O)OC)[nH]c3ccccc23)CC1,7%,0.7%,-1%,-11%,-6%,
CCOC(=O)c1c(S(=O)(=O)NCC(=O)Nc2cccc(C)n2)c(C)n(C)c1C,-4%,1.8%,1%,-6%,2%,
COc1ccc(N2C(=O)CC(N3CCN(c4ccccc4F)CC3)C2=O)cc1 (centres undefined),-5%,0.5%,-13%,3%,-1%,
COc1ccc(CCN2CN(S(=O)(=O)c3ccc(OC)cc3)c3nc4ccccc4nc32)cc1,5%,9.1%,-2%,63%,0%,
COC(=O)C1=C(C)N(Cc2ccc(C)cc2)C(=O)C1,-8%,i,0%,25%,10%,
Cc1ccc(C)c(NC(=S)N2CCC(NC(=O)C3CCCCC3)CC2)c1,-5%,0.6%,7%,-4%,5%,
COc1ccc([C@H]2CC(=O)C=C(c3ccccc3OC)C2)cc1OC,0%,0.7%,-3%,-17%,/,
COc1cccc(C2=CC(=O)C(C(C)(C)C)N2C(C)(C)C)c1 (centres undefined),-10%,i,/,/,/,
CC(=O)c1cccc(NC(=O)CCc2nnc3ccc(N4CCN(C)CC4)nn23)c1,0%,1.2%,1%,/,6%,
O=C(NC1CCCN(CCc2ccccc2)C1)c1c(F)cccc1F (centres undefined),-4%,i,-2%,-6%,-2%,

# Brought forward from above: three compounds; new compounds follow.
SMILES,H1N1 NS1A inhibition,VEEV TC-83 Vero,H37Rv inhibition,M. tuberculosis,Salmonella PhoP GFP,others
COc1cccc(C2=CC(=O)C(C(C)(C)C)N2C(C)(C)C)c1 (centres undefined),-10%,i,/,/,/,
CC(=O)c1cccc(NC(=O)CCc2nnc3ccc(N4CCN(C)CC4)nn23)c1,0%,1.2%,1%,/,6%,
O=C(NC1CCCN(CCc2ccccc2)C1)c1c(F)cccc1F (centres undefined),-4%,i,-2%,-6%,-2%,
CCOC(=O)C1CCN(c2nc(C)cc(C)c2C#N)CC1,-6%,i,-1%,62%,1%,
CC1CCC(NCC(O)c2ccccc2)CC1 (centres undefined),-1%,i,-9%,-3%,-3%,
CN(C)S(=O)(=O)NCCNc1ccc(C(F)(F)F)cc1[N+](=O)[O-],11%,0.1%,-1%,7%,-6%,
S=c1[nH]nc(-c2ccc(Cl)cc2)n1-c1ccc(Cl)cc1,-6%,2.1%,0%,-7%,-3%,
CC1CCCCN1CCCNC(=O)C1CCN(c2nc3ccccc3o2)CC1 (centres undefined),2%,0.7%,-6%,/,-7%,
Cc1ccc(S(=O)(=O)NCCC(=O)NCC(=O)Nc2c(C)cccc2C)cc1C,2%,2.8%,1%,-26%,1%,
O=C(Nc1ccc(F)c(Cl)c1)N1CCCC1,-1%,0.5%,-1%,35%,-4%,
CC1(C(=O)OCC(=O)Nc2ccc(C(N)=O)cc2)CC1(Cl)Cl (centres undefined),-5%,i,3%,-1%,12%,
COc1cccc(C(c2sc3ncnn3c2O)N2CC(C)OC(C)C2)c1 (centres undefined),-9%,1.9%,-3%,-3%,-3%,
COc1ccc(CNC(=O)N2CCN(c3ccc(F)cc3)CC2)cc1Cl,-4%,1.3%,-11%,13%,17%,
CC(C)(C)c1cc(C(F)(F)F)c(C#N)c(=O)[nH]1,-16%,1.4%,-1%,6%,-2%,
O=C(Nc1cc(S(=O)(=O)Nc2ccccc2F)ccc1Cl)c1ccc(F)cc1F,3%,0.4%,5%,9%,/,
COc1cc(C(=O)Nc2nccs2)cc(OC)c1OC,-3%,1.8%,3%,-5%,-7%,
Cc1cnc2c(c1)C(=O)c1ccccc1-2,-3%,i,-16%,-2%,12%,
O=S(=O)(c1ccc(F)c(Cl)c1)N1CCN(C/C=C/c2ccccc2)CC1,-7%,0.0%,0%,2%,/,
Nn1cnnc1N/N=C/c1ccccc1C(F)(F)F,-12%,0.4%,-6%,-6%,-4%,
Cn1cc(S(=O)(=O)N2CCOCC2)cc1C(=O)NCc1ccccc1Cl,-3%,2.0%,-4%,5%,-4%,
CCOP(=O)(OCC)C(C)(C)NC(=O)Nc1ccc(Cl)c(Cl)c1,6%,7.0%,-4%,1%,0%,
O=C(O)c1cc2cc(Oc3ccccc3)ccc2[nH]1,9%,1.0%,1%,34%,-3%,
CC(C)(C)C(=O)Nc1nnc(SCC(=O)NCc2ccco2)s1,2%,1.1%,9%,12%,-1%,
CC(=O)Cc1ccccc1OCC(=O)O,-5%,i,-5%,-7%,-14%,
C/C(=N\Nc1ccc(S(=O)(=O)N2CCOCC2)cc1[N+](=O)[O-])C(C)C,22%,1.6%,-9%,5%,-7%,
Nc1nc(COC(=O)CCC(=O)c2ccccc2)nc(Nc2ccccc2)n1,-1%,2.2%,/,/,/,
COc1ccc(OCc2cc(C(=O)NCC3CCOCC3)no2)c(Cl)c1,8%,1.6%,-3%,15%,9%,
O=C(NCc1ccco1)c1ccc(Cl)c(S(=O)(=O)N2CCCC2)c1,-10%,i,-6%,29%,/,
COc1cccc(C(=O)Nc2nnc(-c3cccs3)s2)c1,13%,11%,-3%,4%,-16%,
COc1ccc(-n2c(=S)[nH]c3sc4c(c3c2=O)CCc2ccccc2-4)cc1,/,/,-5%,76%,-27%,
COc1ccccc1N1CCN(C(=O)CSc2nc(N)cc(=O)[nH]2)CC1,7%,0.8%,-6%,0%,-1%,
